High-throughput results deposited in PubChem BioAssay by Sanford-Burnham Center for Chemical Genomics.
DUSP3 inh – VHR1 phosphatase inhibitors, primary screen, biochemical, colorimetric, HTS | Dual specificity protein phosphatase 3 (Homo sapiens), P51452 | recombinant VHR phosphatase, colorimetric substrate read-out | inhibition, % at 20 µM | 50,000 tested, 0.7% active | AID 1992, 2009; in the data active = inhibition above about 60%; note: some results filed as inactive read as strong as hits
Target sequence (P51452 whole entry, looked up): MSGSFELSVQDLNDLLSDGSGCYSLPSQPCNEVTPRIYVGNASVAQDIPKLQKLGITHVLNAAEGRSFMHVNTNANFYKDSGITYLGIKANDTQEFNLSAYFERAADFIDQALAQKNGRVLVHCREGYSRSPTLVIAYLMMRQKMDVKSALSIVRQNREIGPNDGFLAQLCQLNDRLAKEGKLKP
An asterisk follows results filed as active. These rows are one share of the data (hit frequency here may not be typical).

A first look:
SMILES	DUSP3 inh
O=C1C(=O)N(Cc2cccnc2)C(c2ccc(F)cc2)/C1=C(\O)c1ccccc1 (centres undefined)	25
COc1cc(C2Nc3ccccc3NC3=C2C(=O)CC(C)(C)C3)cc(OC)c1OC(C)=O (centres undefined)	4
CC(=O)Oc1ccc(C(=O)Nc2cc([N+](=O)[O-])ccc2O)cc1	-7

The whole of this part (from the top)
SMILES	DUSP3 inh
O=C1C(=O)N(Cc2cccnc2)C(c2ccc(F)cc2)/C1=C(\O)c1ccccc1 (centres undefined)	25
COc1cc(C2Nc3ccccc3NC3=C2C(=O)CC(C)(C)C3)cc(OC)c1OC(C)=O (centres undefined)	4
CC(=O)Oc1ccc(C(=O)Nc2cc([N+](=O)[O-])ccc2O)cc1	-7
Cn1c(O)c(N=Nc2ccc(Br)cc2)c(=O)[nH]c1=O	-10
COC(OC)C12c3ccccc3C(c3ccccc31)C1C(=O)N(c3cccc(C)c3C)C(=O)C12 (centres undefined)	-5
COc1ccc(N=C(Sc2nc3ccccc3o2)c2ccc([N+](=O)[O-])cc2[N+](=O)[O-])cc1	13
COc1cccc(C2=NN(C(=O)COc3ccccc3)C(O)(C(F)(F)F)C2)c1 (centres undefined)	-4
O=C1NC(=S)N(c2cccc(Br)c2)C(=O)/C1=C/c1ccc(O)c(Cl)c1	-5
COc1ccc(N2C(=O)/C(=C/c3cc([N+](=O)[O-])cc(OC)c3O)SC2=S)cc1	18
CCOC(=O)N1N=C(CC)CC1(O)c1ccncc1 (centres undefined)	-8
CCC(Oc1ccccc1)C(=O)Nc1ccc(Cl)c([N+](=O)[O-])c1 (centres undefined)	-14
COc1ccccc1OCCCN1CCCCC1	-7
CCc1ccc(NC(=O)CN(c2ccc(Br)cc2)S(=O)(=O)c2ccccc2)cc1	-1
COc1ccc(N(CC(=O)Nc2ccc(I)cc2)S(C)(=O)=O)cc1Cl	11
CCC1(C)Cc2ccccc2/C(=C/C(=O)NC)N1 (centres undefined)	-16
CNC(=O)c1c(NC(=O)c2cccs2)sc2c1CCCC2	-1
CCCCOc1ccc2c(C)c(CC)c(=O)oc2c1	-4
Cc1cccc(OCC(=O)Nc2cc3c(C)cc(=O)oc3cc2C)c1	-5
CC(=O)c1ccc(NC(=O)c2ccc3c(c2)C(=O)N(N2C(=O)c4ccccc4C2=O)C3=O)cc1	-4
COC(=O)C(CCCC(C(=O)OC)C(=O)OC)C(=O)OC	-24
COc1ccccc1CC(=O)Nc1ccc(Br)c(C)c1	14
Cc1ccc(C(=O)Nc2cc(C(F)(F)F)cc(C(F)(F)F)c2)cc1	-8
COc1ccc(-c2cc(C(=O)Nc3ccccc3C(F)(F)F)c3ccccc3n2)cc1	-19
Cc1ccc(NC(=O)CSc2nnc(NC(=O)CN3CCCCC3)s2)cc1	-5
Nc1cc(-c2cccc(Br)c2)nn1Cc1ccc(Cl)cc1	-14
(listing goes on)
SMILES	DUSP3 inh
CCOC(=O)C1CCCn2c1nc1scc(-c3ccccc3)c1c2=O (centres undefined)	0
O=C(O)CCCN1C(=O)/C(=C/C=C/c2ccccc2)SC1=S	3
CCOc1ccc(NC(=S)NC(=O)c2ccc(F)cc2)c([N+](=O)[O-])c1	-14
N/C(=N\OC(=O)c1ccc(Cl)cc1)c1ccccn1	-18
Cc1c(NC2=NC(C)(C)Cc3ccccc32)c(=O)n(-c2ccccc2)n1C	-7
COc1ccc(N2C(=O)CC(N3CCC(Cc4ccccc4)CC3)C2=O)cc1 (centres undefined)	-4
CCn1c(SCC(=O)NN)nc2ccccc21	12
N#CC1=C(N)OC2=C(C(=O)CC(c3ccccc3)C2)C1Cc1ccccc1 (centres undefined)	-11
Cc1ccccc1NC(=O)/C=C/c1ccc([N+](=O)[O-])cc1	17
O=C(COc1ccc2c3c(c(=O)oc2c1)CCC3)c1ccc(F)cc1	-35
CCC1CCc2c(sc(NC(=O)c3ccccc3Br)c2C(=O)OC)C1 (centres undefined)	-8
COc1ccc(C(=O)N/N=C(/C)c2ccc3c4c(cccc24)CC3)cc1	-3
O=C(N/C(=C\c1cccc([N+](=O)[O-])c1)C(=O)N1CCOCC1)c1cccs1	0
Cc1cc(C)nc(NS(=O)(=O)c2ccc(NC(=S)Nc3ccccc3)cc2)n1	43
O=C(O)CCCC(=O)NCc1ccc(C(=O)O)cc1	-16
O=C(CC1Sc2ccc(C(F)(F)F)cc2NC1=O)Nc1ccc(N2CCCCC2)cc1 (centres undefined)	7
Cc1onc(-c2ccccc2Cl)c1C(=O)Nc1nc(-c2ccc([N+](=O)[O-])cc2)cs1	44
CCOC(=O)CNC(=S)Nc1ccc(F)cc1	-4
CC(C)C1Nc2c(O)cc(Cl)c([N+](=O)[O-])c2C2C=CCC21 (centres undefined)	2
COc1ccc(C/C(N)=N/OC(=O)c2ccccc2Cl)cc1	-7
CCC(Oc1ccccc1)C(=O)Nc1cc([N+](=O)[O-])ccc1C (centres undefined)	-9
O=[N+]([O-])c1cc(C(F)(F)F)cc([N+](=O)[O-])c1Nc1cccc(Cl)c1Cl	-11
O=C(NCc1ccccn1)c1cccc([N+](=O)[O-])c1	9
Cc1ccc(NC2=C(Cl)C(=O)N(c3ccc(Cl)cc3)C2=O)cc1C	-8
CCOC(=O)c1c(NC(=S)Nc2ccccc2)sc(C)c1C	-48
(further entries)
SMILES	DUSP3 inh
Cc1c(-c2nc(-c3ccc(Cl)cc3)no2)cccc1[N+](=O)[O-]	-5
O=C(NCc1ccc(Cl)c(Cl)c1)c1cc2ccccc2oc1=O	17
Cc1cc(C)cc(NC(=O)Cn2c(C)c(C=O)c3ccccc32)c1	0
O=C(c1ccccc1)c1ccc2[nH]c3ccccc3c2c1	-3
COc1ccc2c(c1)C1=NN(/C(C)=C/C(C)=O)C(c3ccc(Br)cc3)C1CC2 (centres undefined)	-18
O=C(Nc1ccc(N2CCCCC2)c(Cl)c1)c1ccc(-c2ccc(F)cc2)o1	-23
COc1cccc(OCCOc2c(Cl)cc(/C=C3/SC(=S)NC3=O)cc2OC)c1	-18
Cc1ccc(N2C(=O)CC(Sc3ccc(F)cc3)C2=O)cc1 (centres undefined)	-29
COc1ccc(-c2csc(NC(=O)CCCN3C(=O)c4cccc5cccc(c45)C3=O)n2)cc1	12
CC1(C)Cc2ccccc2C(/C=C2\NC(C)(C)Cc3ccccc32)=N1	3
COc1ccc(O/C(=N\S(=O)(=O)c2ccccc2)c2ccccc2)cc1	-19
O=C(Nc1ccc(OC(F)(F)F)cc1)c1ccc(Br)o1	8
COC(=O)C(C(=O)OC)C1=C/C(=N/S(=O)(=O)c2ccc(C)cc2)c2ccccc2C1=O	-26
Clc1cccc(C=NN2CCN(Cc3ccccc3)CC2)c1	0
O=C1NC(=O)/C(=C\c2cc3c(cc2Br)OCO3)S1	-13
Cc1ccc(-n2c(/C=C3/C(=O)Nc4ccc(Br)cc43)nc3ccccc3c2=O)cc1	-78
O=C(NN=C1CCCC1)C(=O)NC1CCCCC1	-16
O=C(OC1CCCCC1)c1ccc(NS(=O)(=O)c2ccc([N+](=O)[O-])cc2)cc1	-7
O=C(Nc1ccc(-c2nc3ccccc3s2)cc1)c1ccc(Br)o1	4
Cc1ccc(-c2nn(-c3ccccc3)cc2C=O)o1	-11
CCOC(=O)c1c(-c2ccc(C)cc2)csc1NC(=O)CCCC(=O)O	-15
O=C(CCc1ccccc1)Nc1ccc(Br)cc1	-21
Cc1cc(C(=O)N/N=C/c2ccc(-c3cccc(C(=O)O)c3)o2)n[nH]1	16
CCOC(=O)C1=C(C)N=C2SCC(=O)N2C1c1ccc(OC)c2ccccc12 (centres undefined)	-2
Cc1ccc(NCC(=O)N/N=C\C=C\c2ccco2)cc1	4
Next structures follow:
SMILES	DUSP3 inh
Cc1[nH][nH]c(=O)c1C(c1ccc(F)cc1)C(C#N)C#N (centres undefined)	-14
O=C(Nc1ccc(Cc2ccncc2)cc1)Nc1cc(F)c(F)cc1Cl	-11
O=C(COc1ccccc1)Nc1cccc2ccccc12	0
C=CCN1C(=O)/C(=C\c2ccc(OCC)cc2)C(=O)NC1=S	20
O=c1/c(=C\c2ccc(-c3cccc(Cl)c3)o2)sc2nc3ccccc3n12	-6
Cc1cccc(NC(=O)C2C(c3ccccc3)C=CC(c3ccccc3)C2C(=O)O)c1C (centres undefined)	98*
COCCCNC(=O)CN(c1ccc(Cl)cc1)S(C)(=O)=O	-5
CCOc1ccc(S(=O)(=O)N(CC(=O)Nc2cccnc2)c2ccc(C)cc2)cc1	-12
O=C1OC(c2ccc(Br)cc2)=N/C1=C\c1ccc(OC(=O)c2ccccc2F)cc1	-9
O=C1N/C(=N/c2ccccn2)SC1Cc1cccc(Cl)c1 (centres undefined)	5
O=S(=O)(Nc1cccnc1)c1ccc(F)cc1	2
COc1ccc(-n2nc3cc(C)c(NC(=O)COc4ccc(C)cc4)cc3n2)cc1	6
COc1ccc(OC)c(/C=C2\SC(N3CCC(C)CC3)=NC2=O)c1	36
CCOC(=O)c1c(NC(=O)C23CC4CC(CC(C4)C2)C3)sc(C(=O)Nc2ccccc2C)c1C	-5
Cc1ccc(/C=C2/SC(=S)N(CCC(=O)N3c4ccccc4Sc4ccccc43)C2=O)cc1	-14
CC1=NN(C(=O)OC(C)(C)C)C(O)(C(F)(F)F)C1 (centres undefined)	-20
COc1ccc(N=Nc2c(C)[nH]c3ccccc23)cc1	20
O=C(c1ccc(N2CCN(C(=O)c3ccccc3F)CC2)cc1)c1cccc(F)c1	3
CCOc1cc(/C=C2\C(=O)N(c3ccc(S(N)(=O)=O)cc3)N=C2C)cc(Br)c1O	10
COc1cccc(OC)c1C(=O)Nc1ccc(-c2ccc(NC(=O)c3c(OC)cccc3OC)c(Cl)c2)cc1Cl	-18
O=C(COc1ccc2ccc(=O)oc2c1)c1ccc(-c2ccccc2)cc1	-6
COc1ccc(C2/C(=C(/O)c3ccccc3)C(=O)C(=O)N2CC2CCCO2)c(OC)c1 (centres undefined)	-4
CCOC(=O)c1c(NC(=O)CN2C(=O)c3ccccc3C2=O)sc2c1CCCC2	-26
CCN1C(=O)/C(=C\c2ccc([N+](=O)[O-])o2)SC1=S	101
COc1ccccc1C(=O)NNC(=O)COc1ccccc1Cl	-15
The list goes on.
SMILES	DUSP3 inh
CCC(=O)N(CCC1(c2ccc(F)cc2)CCOC(C)(C)C1)Cc1ccc(OC)c(OC)c1 (centres undefined)	-8
Cc1ccc2nc(NC(=O)c3ccccc3Cl)sc2c1	-31
COc1cc(C(=O)Nc2ccc(C(=O)O)cc2)c2ccccc2n1	5
O=C(CSc1nc2ccc(NC(=O)c3ccc(Cl)cc3Cl)cc2s1)NC1CCCCC1	-12
O=C(Nc1ccc(F)c(Cl)c1)c1nn2c(c1Cl)NC(c1ccccc1)CC2C(F)(F)F (centres undefined)	7
COc1ccccc1NC(=O)c1cc(Nc2ccc(F)c(F)c2)nc2ccccc12	-10
O=C(COc1ccc(Cl)cc1Cl)n1cc([N+](=O)[O-])cn1	10
CCOc1ccc(C(=O)Nc2ccc(N3CCOCC3)c(Cl)c2)cc1Cl	-11
N#C/C(=C\c1cc2c(cc1[N+](=O)[O-])OCO2)C(=O)Nc1cccc(Br)c1	-2
O=C(Nc1cccc2c1C(=O)c1ccccc1C2=O)c1ccc2c(c1)OCO2	6
CS(=O)(=O)N(CC(=O)Nc1cccc(Cl)c1)c1ccc(Br)cc1	-9
COc1ccc(C(CC(=O)O)c2ccccc2)cc1 (centres undefined)	-3
COc1cc2c(cc1NC(=O)c1ccc(I)cc1)oc1ccccc12	-26
Nc1c(C(=O)O)cc(O)c2c1C(=O)c1ccccc1C2=O	-6
O=C(NC1CCCCC1)c1nc2nc(-c3ccccc3)cc(C(F)(F)F)n2n1	-4
C=CCNC(=S)NNC(=O)CCn1c2ccccc2c2ccccc21	-34
O=C(N/N=C/c1ccc(-c2ccccc2[N+](=O)[O-])o1)c1ccc([N+](=O)[O-])cc1	-20
CC(C)(O)C#Cc1ccc(C(=O)N2CCN(C(=O)c3ccc(C#CC(C)(C)O)cc3)CC2)cc1	-16
O=C(O)C1CC=CCC1C(=O)Nc1ccc(F)c(F)c1 (centres undefined)	-22
N#Cc1cc2c(N)c(C(N)=O)sc2nc1N	-8
COc1ccccc1OCCOCCOc1ccccc1OC	2
Cc1cc(C)nc(SCC(=O)Nc2cccc(C(F)(F)F)c2)n1	-22
CS(=O)(=O)N1CCN(C2CCC(c3ccccc3)CC2)CC1 (centres undefined)	-9
CC1=CC(C)C2COC(c3ccccc3O)C1C2 (centres undefined)	0
Cc1cccc(NC(=O)C(=O)NCCCOC(C)C)c1	2

An excerpt from above in order of SMILES length, smallest number first:
SMILES	DUSP3 inh
CC1=CC(C)C2COC(c3ccccc3O)C1C2 (centres undefined)	0
O=C(COc1ccc(Cl)cc1Cl)n1cc([N+](=O)[O-])cn1	10
O=C(CSc1nc2ccc(NC(=O)c3ccc(Cl)cc3Cl)cc2s1)NC1CCCCC1	-12

The list continues.
SMILES	DUSP3 inh
C=CCNC(=O)CN(c1ccc(C(C)C)cc1)S(=O)(=O)c1ccccc1	-7
COC(=O)c1cc(-c2cccc(Br)c2)nc2ccccc12	11
CCOc1ccccc1NC(=O)c1ccc(N(Cc2ccc(Cl)cc2)S(C)(=O)=O)cc1	-28
O=C(N/N=C/c1ccc(-c2ccccc2[N+](=O)[O-])o1)Nc1ccccc1	-22
CCOc1ccc(/C=C2\C(=O)NC(=O)N(c3ccccc3C)C2=O)cc1Cl	-30
CC(C)C1=NN(C(=O)c2ccccc2)C(O)(C(C)(C)C)C1 (centres undefined)	-26

Exported as a markdown table: entries from further up.
| canonical_smiles | DUSP3 inh |
| --- | --- |
| C=CCNC(=O)CN(c1ccc(C(C)C)cc1)S(=O)(=O)c1ccccc1 | -7 |
| COC(=O)c1cc(-c2cccc(Br)c2)nc2ccccc12 | 11 |
| CCOc1ccccc1NC(=O)c1ccc(N(Cc2ccc(Cl)cc2)S(C)(=O)=O)cc1 | -28 |
| O=C(N/N=C/c1ccc(-c2ccccc2[N+](=O)[O-])o1)Nc1ccccc1 | -22 |

Looked up by compound from the entries so far (two):
SMILES	DUSP3 inh
O=C(N/N=C/c1ccc(-c2ccccc2[N+](=O)[O-])o1)Nc1ccccc1	-22
CCOc1ccccc1NC(=O)c1ccc(N(Cc2ccc(Cl)cc2)S(C)(=O)=O)cc1	-28
